# S aureus QS inh = inhibitors of bacterial quorum sensing in S. aureus | 0.3% of 24,000 active | inhibition, % at 2 µM | S. aureus RN6390 RNAIII-GFP reporter, AIP-induced, flow cytometry 3 h;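 active = share of bacteria positive for the green fluorescent reporter and its mean brightness both inhibited by 50% or more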;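 also: 0% = AIP-stimulated control and 100% = unstimulated bacteria without AIP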
# S aureus QS inh GFP MFI % = recorded beside S aureus QS inh, whose call it bears; inhibition, %; measured here: inhibition of GFP MFI
# Starred values were filed as active, the others as inactive. An excerpt; count on the stated rates, not on these rows.
SMILES,S aureus QS inh,S aureus QS inh GFP MFI %
CC(C)(C)NCC(O)COc1cccc2c1C[C@H](O)[C@H](O)C2 (stereo partly specified),-3,-5
CCN(CCCCOC(=O)c1ccc(OC)c(OC)c1)C(C)Cc1ccc(OC)cc1 (stereo unspecified),-5,-2
CCCOc1ccc2nc(NC(=O)OC)[nH]c2c1,0,-3
COc1ccc(C(=O)c2ccccc2)c(O)c1,3,13

# No new results follow: an excerpt of the list.
SMILES,S aureus QS inh,S aureus QS inh GFP MFI %
CCCOc1ccc2nc(NC(=O)OC)[nH]c2c1,0,-3
COc1ccc(C(=O)c2ccccc2)c(O)c1,3,13

# From PubChem BioAssay
